Screening data: PubChem BioAssay, several laboratories
T cell HTS – T cell immune modulation candidate; 2C CD8+ T cell-vesicle binding, flow cytometry; hits give low values; AID 2052; actives 0.068% (n = 330,000); calls only at 7 µM;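 active means response, share of CD8 T cells binding vesicles, and their 90th percentile fluorescence all below set limits, cut at about 80% in these data, passing the limit was not always enough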
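Incubation: binding step 1.5 h, 37 °C, antibody labelling 20 min, ice; system: murine 2C transgenic CD8+ T lymphocytes; technique: cytometric PE anti-B7-1 and Alexa647 anti-CD8 signals after 1% paraformaldehyde fixation; also added: QL9-charged Drosophila Ld/ICAM-1/B7-1 vesicles; control set: naked versus QL9-loaded vesicles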
Lipid droplet – modulators of hepatic lipid droplet formation; AML12 mouse hepatocytes, oleate lipid droplets, BODIPY imaging; inhibition, % at 6.5 µM; actives 0.4% (n = 240,000); AID 1656;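 active means lipid droplet intensity inhibited by at least 50%, with more than 500 cells counted; inconclusive means wells with under 300 cells, treated as cytotoxic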
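Assay system: AML12 hepatocytes (mouse); Probe or stimulus: oleic acid at 100 µM to induce lipid droplet formation; Dosing: compound at 6.5 µM only; Schedule: compound with oleate, overnight; Detection: fluorescence imaging, 20x objective, two fields per well; Measure: % inhibition of lipid droplet signal.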
LYP inhibition – PTPN22 lymphoid phosphatase activity blockers – biochemical, fluorescence intensity, uHTS (AID 1779); recombinant LYP phosphatase, fluorescence intensity; higher % means a stronger effect; inhibition, % at 11.5 µM; hits with a dose series show IC50 in µM; actives 0.054% (n = 290,000); in the data active means inhibition above about 50%;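 further: plate controls were vehicle with enzyme for no effect and no enzyme for full effect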
GPR55 antagonists – inhibition of LPI-stimulated GPR55 beta-arrestin translocation – imaging, U2OS, beta-arrestin-GFP, LPI agonist, primary screen (AID 2013) | U2OS GPR55 beta-arrestin-GFP translocation imaging, LPI antagonism; higher % means a stronger effect | inhibition, % at 10 µM, or IC50 in µM where a hit was titrated | actives 0.13% (n = 290,000);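 active means spots per cell inhibited over 60%, with over 100 cells counted and total cytoplasm intensity under 500,000; inconclusive means wells with under 100 cells, flagged as likely toxic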;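 further: U2OS cells stably carrying GPR55 and arrestin-GFP stimulated by 5 µM LPI near EC80; imaged beta-arrestin-GFP aggregate spots per cell after agonist stimulation; plate controls were LPI-stimulated DMSO wells for no effect and DMSO wells without LPI for full effect; some results filed as inactive read as strong as hits; confirmed hits need IC50 under 10 µM and bright autofluorescent wells are also inconclusive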
Rac1 GTP hydrolysis – MgcRacGAP GTPase-activating activity inhibitors, confirmation, biochemical, ADP Hunter fluorescence; MgcRacGAP-stimulated Rac1 GTP hydrolysis, ADP Hunter fluorescence; higher % means a stronger effect; GST-tagged Rac1 F28L mutant substrate; inhibition, % at 30 µM, or IC50 in µM where a hit was titrated; actives 0.6% (n = 340,000);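 active means first-screen hits whose inhibition reached a set limit at any dose in the follow-up dose series; inconclusive means inhibition above the set first-screen limit but never retested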;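 further: fluorescence reports GDP produced by GAP-driven GTP hydrolysis; strong numbers were not always called active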
GPR55 activation – GPR55 agonists via beta-arrestin recruitment, primary screen, imaging, U2OS cells, beta-arrestin-GFP redistribution (AID 1961). U2OS GPR55 beta-arrestin-GFP redistribution imaging; higher % means a stronger effect. one-dose activation, % at 10 µM; EC50 in µM for titrated hits. actives 0.048% (n = 290,000);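 active means activation above 40% with more than 50 cells counted in the well; inconclusive means wells holding fewer than 50 cells, flagged as toxic or sparse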;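 further: U2OS osteosarcoma cells stably expressing GPR55 and beta-arrestin-GFP; plate controls were DMSO negative control for no effect and LPI positive control for full effect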
NTR1 agonist – agonists of NTR1, primary screen, imaging, U2OS cells, beta-arrestin-GFP, high content (AID 493036) | P30989 | NTR1-U2OS beta-arrestin-GFP spot imaging, agonist mode | activation, % at 20 µM | actives 0.17% (n = 330,000);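 active means activation at or above 40% of the spot to cytoplasm intensity ratio, with at least 20 cells analyzed; inconclusive means wells under 20 cells, flagged as cytotoxic or low count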;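 further: 0% = DMSO without peptide and 100% = 100 nM NTR1 peptide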
Target sequence (P30989 whole entry, looked up): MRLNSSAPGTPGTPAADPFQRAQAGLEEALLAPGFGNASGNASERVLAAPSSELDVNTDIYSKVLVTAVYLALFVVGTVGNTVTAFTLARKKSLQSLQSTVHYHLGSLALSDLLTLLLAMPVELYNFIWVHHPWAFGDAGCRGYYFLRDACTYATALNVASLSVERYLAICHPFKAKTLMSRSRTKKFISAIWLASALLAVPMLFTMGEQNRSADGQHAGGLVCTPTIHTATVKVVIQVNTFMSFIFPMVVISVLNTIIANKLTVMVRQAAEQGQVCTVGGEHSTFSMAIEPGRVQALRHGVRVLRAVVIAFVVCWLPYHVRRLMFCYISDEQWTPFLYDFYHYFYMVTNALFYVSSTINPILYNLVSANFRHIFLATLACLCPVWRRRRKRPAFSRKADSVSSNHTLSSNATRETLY
GPR35 antagonists – GPR35 antagonists blocking zaprinast-driven arrestin recruitment, primary screen, imaging, U2OS, beta-arrestin-GFP, zaprinast agonist (AID 2058); U2OS GPR35 beta-arrestin-GFP translocation imaging, zaprinast antagonism; higher % means a stronger effect; inhibition, % at 10 µM; hits with a dose series show IC50 in µM; actives 0.052% (n = 290,000);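 active means inhibition of at least 50% with at least 30 cells and total cytoplasm GFP at most 10,000,000; inconclusive means under 30 cells or total GFP of 10,000,000 plus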
Large T inhibition – TAg ATPase/helicase activity blockers – biochemical (AID 1903); SV40 large T antigen ATPase/helicase inhibition assay; higher % means a stronger effect; actives 0.39% (n = 310,000); one-dose inhibition, % at 20 µM; IC50 in µM for titrated hits; in the data active means a potency from the dose series; inconclusive means inhibition mostly from about 32% at the one dose, without a potency; inactive means the rest, 99 in 100 with inhibition below about 32%; further: strong numbers were not always called active
Lipid droplet cells 6.5 µM – second read-out of Lipid droplet, no call of its own (marks repeat the call); cell count; measured here: cell count, cytotoxicity flag;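 cells counted across two imaged fields per well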
T cell HTS vesicle-bound % – further read-out of T cell HTS, marked with its call; double positive events, %; measured here: CD8+ vesicle-bound cell fraction;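 binding gate set so that unloaded-vesicle control wells show 10% double positive cells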
NTR1 agonist cell count 20 µM – also measured in NTR1 agonist; calls as there; cell count; measured here: cell count, cytotoxicity flag
Starred values were filed as active, the others as inactive; i = inactive; ? = inconclusive; . = no result given.

structure	T cell HTS	T cell HTS vesicle-bound %	Lipid droplet	Lipid droplet cells 6.5 µM	LYP inhibition	GPR55 antagonists	Rac1 GTP hydrolysis	GPR55 activation	NTR1 agonist	NTR1 agonist cell count 20 µM	GPR35 antagonists	Large T inhibition
CN(CC(=O)NC(c1ccccc1)c1ccccc1)Cc1nc2ccccc2c(=O)[nH]1	i	52.5	5.4	832	3.7%	13.5%	11.4%	-0.1%	1.0	42	-1.2%	2.4%
CCc1ccccc1-n1cnc2cc(C(=O)O)ccc21	i	50.1	.	.	-8.6%	0.9%	8.9%	-0.1%	0.8	60	5.1%	11.9%
CCCCCn1c(=O)[nH]c2cc(C(=O)NCc3ccc4c(c3)OCO4)ccc2c1=O	i	10.5	.	.	-6.1%	31.9%	7.8%	-0.2%	0.6	79	-4.4%	8.8%
Cc1cccc(OCC(=O)N(Cc2ccc(C)o2)C2CCS(=O)(=O)C2)c1 (centres undefined)	i	5.8	6.6	736	-5.2%	-13.3%	-9.0%	-0.1%	-0.9	62	-17.8%	-0.6%
CCOCCc1nnc(NC(=O)c2cc(OC)c(OC)cc2[N+](=O)[O-])s1	i	44.4	3.9	744	-4.9%	6.2%	5.8%	-0.1%	-1.2	38	-0.3%	6.8%
CN(C)N1C(=O)CC(N2CCCC2)C1=O (centres undefined)	i	25.8	4.0	724	-10.2%	9.5%	-7.5%	0.1%	-0.1	94	5.7%	8.9%
COc1ccccc1Oc1nc([N+](=O)[O-])nn1CC(N)=O	i	26.8	4.3	689	0.0%	-4.5%	3.1%	-0.1%	-0.7	76	0.6%	21.3%
O=C(Nc1ccccc1)/C(=C\c1ccncc1)NC(=O)c1ccccc1	i	32.8	.	.	-1.4%	-2.4%	5.3%	-0.1%	-2.0	92	-3.0%	6.0%
Cc1ccc(Cn2nc(C)c(NC(=O)CSc3n[nH]c(C)c3[N+](=O)[O-])c2C)cc1	i	45.1	-18.2	500	-0.9%	15.1%	8.4%	-0.2%	-1.0	70	-7.0%	6.2%
O=C(Nc1ccc2c(c1)OCO2)C1CC(=O)N(c2ccc(F)cc2)C1 (centres undefined)	i	31.8	-6.4	796	-5.2%	1.0%	4.4%	-0.1%	-1.2	46	2.2%	10.9%
O=C(C1CCCN(Cc2ccc(F)cc2)C1)N1CCCCC1 (centres undefined)	i	59.3	12.5	822	-3.0%	6.9%	.	0.0%	-0.8	93	3.8%	8.7%
COCCn1c(SCC(=O)N2CCCC2)nnc1-c1ccco1	i	39.7	-0.6	829	-7.3%	-0.2%	3.8%	1.0%	-0.8	65	6.5%	8.7%
O=C(NC1CCCC1)C1CC(=O)N(c2ccccc2)C1 (centres undefined)	i	24.2	2.2	805	-2.9%	4.7%	3.9%	-0.1%	0.5	59	-1.0%	15.4%
Cn1nnnc1NCc1cccc(Cl)c1Cl	i	34.6	.	.	-8.7%	1.7%	11.2%	-0.1%	-1.2	68	-6.0%	1.1%
COc1ccc(Cn2cc([N+](=O)[O-])nc2C)cc1[N+](=O)[O-]	i	30.8	7.7	724	-5.3%	-6.8%	2.9%	-0.3%	0.5	52	-12.1%	13.6%
CNS(=O)(=O)c1ccc(NC(=O)Nc2ccc3c(c2)OCO3)cc1	i	60.9	0.7	819	-7.2%	13.6%	0.3%	-0.1%	0.8	68	-7.3%	12.1%
CCOC(=O)c1sc(NC(=O)CSc2nnnn2-c2ccccc2)c(C(=O)OCC)c1C	i	16.8	-5.3	782	7.7%	5.0%	-5.9%	0.2%	0.5	29	6.3%	7.5%
CCC(=O)NC(c1ccccc1)c1c(OC(C)=O)ccc2ccccc12 (centres undefined)	i	14.0	-22.2	652	-7.6%	9.1%	6.6%	0.3%	0.2	49	-12.3%	.
COc1ccccc1N1CCN(S(=O)(=O)CCNC(=O)CC2CCCCC2)CC1	i	42.0	.	.	.	.	4.0%	.	1.1	55	.	7.4%
Cc1ccc(-n2nc3c(=O)n(C(C)C(=O)NCc4ccco4)nc(C)c3c2C)cc1 (centres undefined)	i	31.1	16.9	667	-8.0%	4.8%	1.2%	0.7%	-0.2	60	-9.3%	9.3%
CCOC(=O)CN1CCC(c2cc(-c3ccc(Cl)cc3)n[nH]2)CC1	i	37.1	-9.7	828	-10.3%	-25.4%	.	0.0%	1.1	85	-2.5%	0.9%
COc1ccc(/C=C(/NC(=O)c2ccccc2)C(=O)N/N=C/c2ccncc2)c(OC)c1	i	60.0	-19.6	493	-1.0%	5.9%	9.2%	0.4%	-1.2	74	20.2%	1.7%
Cc1ccccc1Nc1nccc(N(C)C)c1C#N	i	43.5	4.9	715	-6.6%	5.1%	.	-0.1%	-0.5	36	6.7%	7.5%
O=C(Nc1nccs1)c1cc2sccc2n1Cc1ccc(Cl)cc1	i	35.3	.	.	-5.1%	-1.2%	9.1%	0.2%	8.3	74	10.9%	-0.5%
CCC(=O)Nc1ccc(NC(=O)CSc2nnnn2C2CCCC2)cc1C	.	.	-3.2	782	-8.6%	-8.8%	3.9%	0.3%	0.8	19	0.2%	.
Cc1cc(C(=O)CSc2nnnn2-c2ccccc2)c(C)n1CCc1ccccc1	i	57.9	19.4	813	-1.7%	16.0%	3.6%	-0.1%	3.2	83	12.9%	16.3%
O=C(Nc1ccnn1C1CCN(C2CCCCC2)CC1)c1cccc(F)c1	.	.	28.4	690	-4.9%	4.5%	3.7%	-0.2%	-0.4	75	1.9%	.
Cc1cnccc1CNC(=O)CC1C(=O)NCCN1CC(C)(C)C (centres undefined)	i	53.3	4.4	652	-7.1%	12.6%	5.8%	-0.1%	-0.4	36	19.2%	25.8%
CCn1nnc(NC(=O)c2cccnc2Cl)n1	i	36.5	12.6	772	-7.8%	-4.0%	6.0%	0.2%	-4.5	94	-7.2%	29.9%
CC(NC(=O)CN(c1cccc(C(F)(F)F)c1)S(C)(=O)=O)c1ccccc1 (centres undefined)	i	36.2	4.2	819	-1.0%	4.0%	5.6%	-0.2%	-0.3	43	10.3%	10.3%

Continued.
structure	T cell HTS	T cell HTS vesicle-bound %	Lipid droplet	Lipid droplet cells 6.5 µM	LYP inhibition	GPR55 antagonists	Rac1 GTP hydrolysis	GPR55 activation	NTR1 agonist	NTR1 agonist cell count 20 µM	GPR35 antagonists	Large T inhibition
Cc1cccc(C(=O)NC2CCCc3ccccc32)c1 (centres undefined)	i	42.0	-6.3	676	-6.6%	0.2%	.	-0.2%	0.5	42	10.3%	3.2%
COc1cc(/C=N/N=C/c2cc(OC)c(O)c(OC)c2)cc(OC)c1O	i	33.8	0.4	542	-5.0%	16.9%	?	0.5%	-2.0	59	-3.6%	36.7%
CC(C)(CC(=O)O)CC(=O)N1CCCN(c2nc3ccc(Cl)cc3s2)CC1	i	58.2	-8.5	686	-2.8%	12.8%	2.9%	-0.1%	1.7	67	-13.5%	8.8%
COC(=O)c1nnn(CC(=O)NC(=O)Nc2cccc(C)c2C)c1C(=O)OC	i	9.5	-0.3	768	0.8%	-16.7%	9.2%	-0.2%	0.4	33	-20.3%	-3.3%
COc1ccc(/C=C/C(=O)C(C)(C)C)cc1OC	i	46.5	-5.3	689	-1.5%	9.4%	4.1%	0.0%	-1.6	83	7.2%	4.2%
Cn1cc(/C=C/c2cc[n+](C)cc2)c2cc(F)ccc21	i	62.9	-1.7	848	-4.6%	15.4%	1.6%	0.0%	.	.	29.2%	0.9%
COc1ccc([N+](=O)[O-])cc1COc1ccc2c(-c3ccccc3)cc(=O)oc2c1	i	22.4	.	.	-0.6%	7.0%	4.0%	0.0%	4.2	61	9.9%	-2.5%
COc1ccc(Cc2nnc(SC)[nH]c2=O)cc1	i	19.4	-7.4	750	-3.9%	-1.0%	-5.7%	0.0%	1.6	47	-0.8%	-3.3%
C/C(=N\NC(=O)CNC(=O)c1cccnc1)c1cccc(O)c1	i	51.7	-3.8	797	-13.3%	-8.6%	-5.0%	-0.1%	-1.0	77	2.3%	7.6%
Cc1ccc(/C(C#N)=C\c2ccc(N3CCOCC3)o2)cc1	i	33.0	-2.4	611	1.3%	18.2%	65.6µM*	-0.3%	2.3	43	27.2%	8.2%
CNC(=O)c1ccc(-c2ccc(F)cc2)s1	i	50.0	4.1	761	-4.9%	2.2%	6.4%	-0.1%	-1.2	49	-10.8%	13.2%
O=C(Nc1ccc2c(c1)oc1ccccc12)c1ccc(Br)o1	i	60.2	.	.	-0.8%	11.4%	10.0%	0.3%	3.7	60	-19.2%	11.0%
Cc1nn(C(C)C(=O)N/N=C/c2ccc(N(C)C)cc2)c(C)c1[N+](=O)[O-] (centres undefined)	i	30.0	10.8	701	3.3%	7.8%	16.5%	0.3%	1.0	45	-3.1%	17.9%
Cc1ccc(Cn2c(NCCCn3ccnc3)nc3c2c(=O)n(C)c(=O)n3C)cc1	i	28.5	.	.	-2.3%	8.6%	12.4%	0.2%	-0.9	47	8.4%	9.2%
Cc1ccc(S(=O)(=O)N(C)c2ccc(C(=O)NCc3ccccn3)cc2)cc1	i	40.3	2.2	665	1.1%	2.7%	2.6%	-0.9%	0.6	44	-3.4%	5.9%
COc1ccc(CN2CCNC(=O)C2CC(=O)N(Cc2nccn2C)C(C)C)c(OC)c1 (centres undefined)	i	58.3	-21.7	732	-10.2%	0.2%	0.7%	0.0%	-0.3	58	-9.2%	6.0%
NC(=O)CSc1cn(Cc2ccc(F)cc2)c2ccccc12	i	31.4	-0.5	724	-1.6%	8.0%	8.8%	0.9%	1.3	70	2.3%	10.3%
